NS5 inhibitors: Dengue-2 NS5 methyltransferase inhibitors, primary screen, biochemical, confirmation dose response (AID 588689); one-dose inhibition, % at 25 µM; IC50 in µM for titrated hits; Genome polyprotein (Dengue virus type 2 (strain 16681-PDK53)); Dengue-2 NS5 methyltransferase capping enzyme assay, biochemical; higher % means a stronger effect; 340,000 compounds, 0.3% hits; in the data active = a potency from the dose series; inconclusive = inhibition above about 29% without an active follow-up result
Siah-1 displacement: Siah-1 peptide-binding antagonists, primary screen, biochemical, fluorescence polarization, rhodamine-plectin, uHTS (AID 1817); E3 ubiquitin-protein ligase SIAH1 (Homo sapiens); displacement, % at 20 µM, or IC50 in µM where a hit was titrated; 290,000 compounds, 0.02% hits; Siah-1 / rhodamine-plectin peptide fluorescence polarization; higher % means a stronger effect;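 active = displacement of at least 50% at 20 µM, with a fluorescence ratio check between 0.3 and a set limit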;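 note: plate controls were Siah plus tracer with DMSO for no effect and tracer alone without Siah for full effect; strong numbers were not always called active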
Myeloid diff MLP: induction of myeloid progenitor differentiation, primary screen, cell-based, flow cytometry, MLPCN library. ER-HoxA9 myeloid progenitors, lysozyme-GFP differentiation. calls only at 10 µM. 360,000 compounds, 1% hits. AID 624256, 2012;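 active = normalized GFP-positive differentiation at or above the plate's own cutoff, the solvent-only control mean plus 3 SD; inconclusive = no clear call, values can overlap the other calls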;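 note: cells exposed to compound for four days before flow analysis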
AID2073: inhibitors of Mint1-CaV2.2 protein interaction, biochemical, HTRF (AID 2073); HTRF protein-protein interaction, Mint1-CaV2.2; higher % means a stronger effect; one-dose inhibition, % at 20 µM; IC50 in µM for titrated hits; 290,000 compounds, 0.19% hits; in the data active = inhibition mostly above about 51%, no sharp cut-off; inconclusive = no clear call, values can overlap the other calls; inactive = mostly below about 53%; note: some results filed as inactive read as strong as hits
NOD2 inhibition: NOD2 signaling inhibitors, cell-based, luminescence, uHTS, HEK293 (AID 1566). HEK293 NOD2/NF-kB luciferase reporter, luminescence; higher % means a stronger effect. one-dose inhibition, % at 4 µM; EC50 in µM for titrated hits. 290,000 compounds, 0.63% hits; note: many of its hits are not listed in these tables
LYP inhibition: inhibitors of LYP phosphatase, biochemical, fluorescence intensity, uHTS (AID 1779) | recombinant LYP phosphatase, fluorescence intensity; higher % means a stronger effect | Tyrosine-protein phosphatase non-receptor type 22 (Homo sapiens) | one-dose inhibition, % at 11.5 µM; IC50 in µM for titrated hits | 290,000 compounds, 0.054% hits;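 note: plate controls were vehicle with enzyme for no effect and no enzyme for full effect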
HIV fusion peptide: inhibitors of HIV fusion peptide binding, primary screen, biochemical, uHTS, fluorescence dequenching (AID 1986); 290,000 compounds, 0.3% hits; cell-free peptide binding, fluorescence dequenching, 30 min; higher % means a stronger effect; one-dose inhibition, % at 20 µM; IC50 in µM for titrated hits; in the data active = inhibition mostly above about 52%, no sharp cut-off; inactive = mostly below about 76%; note: some results filed as inactive read as strong as hits
Lipid droplet: inhibitors of hepatocyte lipid droplet formation, primary screen, imaging, high-throughput imaging, BODIPY stain. 240,000 compounds, 0.4% hits. AID 1656, 2009. inhibition, % at 6.5 µM. AML12 mouse hepatocytes, oleate lipid droplets;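 active = lipid droplet intensity inhibited by at least 50%, with more than 500 cells counted; inconclusive = wells with under 300 cells, treated as cytotoxic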
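System: AML12 hepatocytes (mouse). Probe or stimulus: oleic acid at 100 µM to induce lipid droplet formation. Times: overnight treatment with compound plus oleate. Detection: Image-based BODIPY and DAPI two-channel analysis. Evaluation: percent inhibition of filter-corrected integrated lipid droplet intensity per well.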
XIAP antagonists: XIAP antagonists, biochemical, IAP family, fluorescence polarization (AID 1018); XIAP BIR domain, fluorescence polarization peptide displacement; higher % means a stronger effect; E3 ubiquitin-protein ligase XIAP (Homo sapiens); displacement, % at 20 µM, or IC50 in µM where a hit was titrated; 200,000 compounds, 0.007% hits; in the data active = displacement above about 50%; note: a part of the inactive calls stands beside numbers as strong as those of hits
Lipid droplet cells 6.5 µM: recorded beside Lipid droplet, whose call it bears; cell count; measured here: cell count, cytotoxicity flag;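 cells counted across two imaged fields per well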
NS5 inhibitors pilot replicate: second read-out of NS5 inhibitors, no call of its own (marks repeat the call); inhibition, %; measured here: pilot screen replicate inhibition
Myeloid diff MLP GFP+ MAC1+ %: second read-out of Myeloid diff MLP, no call of its own (marks repeat the call); GFP+ MAC1+ double positive, %; measured here: differentiation confirmed by MAC1 staining
* marks the source's active call; other numbers are inactive results; i = inactive; ? = inconclusive; . = not tested or not shown. Cut-off read from the data, not from the text of the source, unless noted: active = inhibition above about 50%; inactive = the rest. The list is partial; count on the stated rates, not on these rows.

SMILES	NS5 inhibitors	Siah-1 displacement	Myeloid diff MLP	Myeloid diff MLP GFP+ MAC1+ %	AID2073	NOD2 inhibition	LYP inhibition	HIV fusion peptide	Lipid droplet	Lipid droplet cells 6.5 µM	XIAP antagonists	others
CCCN(CCC)C(=S)Nc1cc(C(=O)OC)ccc1C(=O)OC	2%	4%	i	0.3	-4%	19%	-4%	0.9%	27	712	-6.6%
CCOC(=O)c1cccc(NC(=O)C2CCCN(S(=O)(=O)c3c(C)nn(C)c3C)C2)c1 (configuration not stated)	-7%	3%	i	1.9	-2%	22%	-9%	1.6%	.	.	-4.1%
O=C(Cn1cnc2ccccc2c1=O)Nc1ccc(S(=O)(=O)N2CCOCC2)cc1	1%	-4%	i	0.4	7%	24%	4%	-1.5%	3	584	-4.7%
COc1cccc(-c2nc(CS(=O)CC(=O)NCc3ccc(F)cc3)c(C)o2)c1 (configuration not stated)	0%	-1%	?	.	48%	8%	-13%	-1.1%	8	683	.
Cc1ccc(Cl)cc1N(Cc1ccc(C(=O)NCc2cccnc2)cc1)S(=O)(=O)c1ccccc1	-6%	0%	i	4.8	2%	14%	1%	-2.2%	.	.	-2.4%
O=C(N/N=C/c1cccs1)c1cccc(NC(=O)c2ccccc2Cl)c1	-12%	7%	i	0.3	11%	-40%	9%	3.6%	22	647	1.7%
Cc1ccc(-c2csc(C(C#N)=C3CCCC3)n2)cc1	-3%	1%	i	0.2	-6%	-81%	-1%	5.2%	.	.	0.6%
Cc1cccc(C(=O)Nc2cccc(C(=O)N/N=C/c3cccc(C)n3)c2)c1	7%	-1%	i	0.5	6%	16%	1%	0.1%	-26	854	.
C/C(=N\OC(=O)C1CC1)C1CC1c1ccc(F)cc1 (configuration not stated)	-9%	0%	i	0.3	8%	10%	-5%	-1.9%	-3	706	-4.0%
COc1ccc2c(CC(=O)N3CCN(S(=O)(=O)c4cccs4)CC3)coc2c1	-3%	0%	i	0.9	2%	2%	0%	-1.3%	.	.	-3.8%
O=S(=O)(N/N=C/c1ccccc1F)c1ccccc1	-3%	-1%	i	0.2	-6%	-1%	-4%	-0.7%	2	710	-5.9%
COc1ccc(C2CC(=O)c3c(C)nc(N4CCN(Cc5ccccc5)CC4)nc3C2)cc1OC (configuration not stated)	-6%	1%	i	0.9	11%	26%	11%	-1.8%	.	.	-5.6%
Oc1ccc(C[C@H]2CNC(=S)N2CCc2cc(C(F)(F)F)cc(C(F)(F)F)c2)cc1	-3%	4%	i	3.1	-2%	15%	0%	0.1%	-5	681	-3.1%
Cc1[nH]c(=O)[nH]c(=O)c1Sc1ccccc1[N+](=O)[O-]	15%	-5%	i	5.0	-9%	14%	-10%	4.5%	17	772	.
CCn1cc(C(=O)NCCC(C)C)c(=O)c2cc(F)c(N3CCN(C(=O)c4ccco4)CC3)cc21	-7%	12%	i	1.2	11%	21%	-6%	-0.3%	-1	687	.
O=C1C(=O)N(CC2CCCO2)C(c2ccccc2[N+](=O)[O-])/C1=C(/O)c1ccccc1 (configuration not stated)	-3%	1%	i	1.2	24%	6%	0%	-2.9%	24	690	12%
Cc1ccc(C)c(S(=O)(=O)N2CCN(CC(=O)N3CCc4ccccc4C3)CC2)c1	-3%	2%	i	1.5	-17%	9%	-8%	-3.5%	0	760	-7.6%
CCC(CC)C(=O)Nc1cccc(C(=O)Nc2nnc(C)s2)c1	-9%	-2%	i	0.3	-5%	7%	-3%	-0.9%	1	634	-5.3%
CCCC1CC(C#N)N(N(C)C)C1=C(C#N)C#N (configuration not stated)	5%	2%	i	0.7	10%	-1%	-2%	-0.1%	4	704	.
COc1ccc(S(=O)(=O)N2CCOCC2)cc1C(C)C	-6%	-1%	i	5.3	2%	6%	1%	-1.0%	12	676	-12%
Cc1cc(C)nc(SCC(=O)n2c3c(c4ccccc42)CCCC3)n1	4%	4%	i	0.4	6%	16%	-5%	-1.9%	23	641	10%
Cc1csc2cc(-c3cccc([N+](=O)[O-])c3)c(-c3cccc([N+](=O)[O-])c3)c[n+]12	2%	19%	i	0.6	0%	2%	4%	0.4%	6	726	-1.7%
Cc1noc(C)c1CN1C(=O)c2ccc([N+](=O)[O-])cc2C1=O	3%	1%	i	2.0	6%	2%	-1%	-1.5%	-2	793	.
O=C(O)c1ccc(Sc2nnc(-c3cccc(Br)c3)o2)c([N+](=O)[O-])c1	-24%	0%	i	2.2	-4%	7%	-1%	20%	3	767	-2.2%
CCc1[nH]nc(C(=O)N/N=C/c2ccncc2)c1C	1%	14%	i	1.3	8%	-11%	-3%	1.5%	1	652	.

An excerpt from above in order of molar mass, ascending:
SMILES	NS5 inhibitors	Siah-1 displacement	Myeloid diff MLP	Myeloid diff MLP GFP+ MAC1+ %	AID2073	NOD2 inhibition	LYP inhibition	HIV fusion peptide	Lipid droplet	Lipid droplet cells 6.5 µM	XIAP antagonists	others
Cc1[nH]c(=O)[nH]c(=O)c1Sc1ccccc1[N+](=O)[O-]	15%	-5%	i	5.0	-9%	14%	-10%	4.5%	17	772	.
Cc1cc(C)nc(SCC(=O)n2c3c(c4ccccc42)CCCC3)n1	4%	4%	i	0.4	6%	16%	-5%	-1.9%	23	641	10%
Cc1ccc(Cl)cc1N(Cc1ccc(C(=O)NCc2cccnc2)cc1)S(=O)(=O)c1ccccc1	-6%	0%	i	4.8	2%	14%	1%	-2.2%	.	.	-2.4%

As a short view, part of the list above:
SMILES	NS5 inhibitors	Siah-1 displacement	Myeloid diff MLP	Myeloid diff MLP GFP+ MAC1+ %	AID2073	NOD2 inhibition	LYP inhibition	HIV fusion peptide	Lipid droplet	Lipid droplet cells 6.5 µM	XIAP antagonists	others
Cc1noc(C)c1CN1C(=O)c2ccc([N+](=O)[O-])cc2C1=O	3%	1%	i	2.0	6%	2%	-1%	-1.5%	-2	793	.
O=C(O)c1ccc(Sc2nnc(-c3cccc(Br)c3)o2)c([N+](=O)[O-])c1	-24%	0%	i	2.2	-4%	7%	-1%	20%	3	767	-2.2%
CCc1[nH]nc(C(=O)N/N=C/c2ccncc2)c1C	1%	14%	i	1.3	8%	-11%	-3%	1.5%	1	652	.

Further structures follow:
SMILES	NS5 inhibitors	Siah-1 displacement	Myeloid diff MLP	Myeloid diff MLP GFP+ MAC1+ %	AID2073	NOD2 inhibition	LYP inhibition	HIV fusion peptide	Lipid droplet	Lipid droplet cells 6.5 µM	XIAP antagonists	others
CCOc1ccc(C2CC(c3ccc(F)cc3)n3ncnc3N2)cc1 (configuration not stated)	2%	4%	i	1.2	4%	12%	-7%	-0.5%	1	733	-6.7%
CCC(=O)Nc1cccc(-c2nnc(SCC(=O)NCc3ccco3)n2C)c1	-14%	2%	i	1.7	8%	9%	0%	-1.2%	.	.	-2.3%	NS5 inhibitors pilot replicate=-5.2
CN(CCC#N)S(=O)(=O)c1cc2c3c(c1)CCN3C(=O)CC2	-3%	7%	i	1.8	10%	-6%	-10%	0.1%	-1	794	.
CSc1ccccc1C(=O)OCC(=O)NC1CCS(=O)(=O)C1 (configuration not stated)	-5%	2%	i	0.2	-8%	12%	-4%	-1.4%	-1	659	-8.8%
CCOc1ccc2ccccc2c1C(=O)N1CCOCC1	-2%	-5%	i	7.7	-19%	10%	1%	-0.8%	-2	785	-2.5%
CCOC(=O)C1CCCN(C(=O)c2cc(Cl)ccc2NC(=O)C2=C(C)OCCS2)C1 (configuration not stated)	3%	-2%	i	2.9	6%	11%	-8%	-1.3%	-7	716	.
CCOC(=O)C(/C=N/c1cc(C)nn1-c1ccccc1)=C(\C)O	-5%	2%	i	0.6	-2%	-1%	-5%	-2.1%	16	758	-0.3%
COc1ccc2cc(C)c3nnc(SCC(=O)Nc4nc(-c5ccc(F)cc5)cs4)n3c2c1	4%	3%	i	0.2	4%	-1%	-5%	1.4%	-15	638	-7.7%
Cc1cc(SCC(=O)NC(=O)NCc2ccco2)nc2c(C)cccc12	6%	6%	i	9.2	22%	8%	10%	8.8%	-13	742	-3.4%
CSC(=S)N/N=C(\C)c1ccccc1	-3%	-3%	i	0.5	-2%	-110%	-1%	-2.7%	11	687	-3.9%
CCN1CCCC1CNC(=O)c1[nH]c2ccc(OC)cc2c1C (configuration not stated)	-3%	-1%	i	0.4	21%	-41%	-3%	-1.6%	3	867	.
CCOc1cc(C(=O)OCC(=O)Nc2c(C)cccc2C)ccc1OCC(=O)N1CCOCC1	-7%	4%	i	0.5	2%	8%	-7%	1.5%	11	640	-7.2%
CN1C(=O)/C(=C/c2ccc(C(=O)Nc3ccc(O)cc3C(=O)O)cc2)SC1=S	32µM*	5%	i	0.0	4%	24%	-7%	11µM*	-15	728	.
CCN(CC)C(=O)Cn1cc(/C=C(\C#N)C(=O)NC2CC2)c2ccccc21	-3%	-2%	i	0.7	8%	1%	-9%	1.6%	4	788	.
O=C(NCc1cccc(C(F)(F)F)c1)C1CC(c2ccccc2[N+](=O)[O-])=NO1 (configuration not stated)	-3%	-2%	i	0.4	-3%	-7%	-5%	-5.1%	.	.	-5.2%
Cc1ccccc1C(O)c1ccncc1 (configuration not stated)	-5%	-7%	i	1.0	17%	4%	-11%	0.7%	-5	767	-5.6%
Nc1nc(O)c(Sc2ccccc2[N+](=O)[O-])c(=O)[nH]1	-5%	-6%	i	0.5	-7%	-32%	-7%	-0.9%	-2	842	.
CC(=O)Cc1nsc(NC(=O)c2ccc(-c3cc(C(F)(F)F)ccc3Cl)o2)n1	1%	-1%	i	8.9	17%	-6%	-5%	4.0%	-2	669	-2.9%
C=CCNC(=O)C1CC(=O)N(c2ccc(OCC(=O)NCc3ccccc3)cc2)C1 (configuration not stated)	-4%	2%	i	0.7	2%	1%	-6%	-1.4%	2	688	-2.2%
Cc1cccc(N2C(=O)C3C4C=CC(CC4)C3C2=O)c1 (configuration not stated)	-9%	7%	i	0.5	2%	12%	-7%	-0.8%	-1	835	.
COc1ccc(CC(=O)NCc2n[nH]c(=S)n2-c2ccccc2OC)cc1	-4%	20%	i	0.0	-6%	4%	-7%	-0.7%	-4	700	-6.2%
CC(=O)Nc1ccc2nc(NC(=O)c3cccnc3)sc2c1	-3%	2%	i	0.3	14%	-22%	-3%	0.0%	0	675	-0.3%
O=C(c1ccc(Oc2ccccc2)cc1)c1nc2c(n1O)CCCC2	-1%	-4%	i	0.8	-1%	6%	-4%	-0.7%	7	779	-5.7%
CCCOc1ccc(-c2nnc(-c3cccs3)o2)cc1	0%	2%	i	1.6	6%	10%	-6%	-0.1%	-10	676	-6.3%
CN(C(=O)c1ccc(OC2CCN(C(=O)c3cccnc3)CC2)cc1)C1CCCCC1	0%	4%	i	0.5	-4%	13%	-6%	-1.3%	5	673	-3.7%
